APEX1 inh = inhibitors of human APE1 endonuclease; Potency, µM (titrated, usually from 65.8 µM), for inactives: at the highest dose activity change, negative = inhibition, most hits filed as inhibitors; AID 2517; 0.35% of 350,000 active; recombinant APE1, TAMRA/BHQ-2 abasic DNA cleavage fluorescence; P27695;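 further: potency means the concentration at half of the fitted maximal effect; plate controls were vehicle for no effect and reference inhibitor for full effect; nearly all actives have a fitted effect of over 55% in size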
Target sequence (P27695 whole entry, looked up): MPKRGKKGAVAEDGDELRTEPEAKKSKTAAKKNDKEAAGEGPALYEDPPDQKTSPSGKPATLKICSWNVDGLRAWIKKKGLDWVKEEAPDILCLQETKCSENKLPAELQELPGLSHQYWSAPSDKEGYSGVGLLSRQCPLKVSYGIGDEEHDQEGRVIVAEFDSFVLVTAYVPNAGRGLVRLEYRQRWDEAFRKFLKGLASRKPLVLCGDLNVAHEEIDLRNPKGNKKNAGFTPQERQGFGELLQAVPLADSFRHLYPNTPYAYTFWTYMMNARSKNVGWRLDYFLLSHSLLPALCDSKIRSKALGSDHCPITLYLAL
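Step 1: APE1 (0.75 nM) with compound, 15 min RT. Step 2: add 50 nM fluorophore/quencher THF duplex. Step 3: three fluorescence reads 60 s apart (525/598 nm); read 3 minus read 1 = reaction progress.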
Anesthetic bind = candidate novel general anesthetic via apoferritin binding. Potency, µM (titrated, usually from 77.5 µM), without a hit: at the highest dose activity change, negative = displacement, actives largely listed as inhibitors. apoferritin/1-aminoanthracene competitive binding, fluorescence. P02791. 0.074% of 350,000 active; further: potency means the concentration at half of the fitted maximal effect; on the % scale 0 is the no-effect control and ±100 the full control effect; nearly all actives have a fitted effect of over 20% in size
Target sequence (P02791 2-175 limits assumed): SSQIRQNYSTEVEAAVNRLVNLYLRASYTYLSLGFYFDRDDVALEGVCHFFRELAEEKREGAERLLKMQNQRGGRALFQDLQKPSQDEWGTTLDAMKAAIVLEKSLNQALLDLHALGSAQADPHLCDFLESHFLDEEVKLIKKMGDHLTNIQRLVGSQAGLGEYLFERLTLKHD
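Horse-spleen apoferritin (10 uM) was mixed with 50% saturated 1-aminoanthracene in PBS, exposed to compounds for 10 min at room temperature, and read for fluorescence (ex 380 nm, em 535 nm). Competitive displacement was fitted with a four-parameter Hill equation.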
BLM inh = Bloom syndrome helicase (human) inhibition. P54132. recombinant BLM DNA unwinding, fluorescence dequenching. Potency, µM (top dose mostly 56.1 µM), for the others: at the highest dose activity change, negative = inhibition, actives largely listed as inhibitors. 0.2% of 350,000 active. AID 2528;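 further: potency means the concentration at half of the fitted maximal effect; plate controls were vehicle for no effect and no enzyme for full effect; nearly all actives have a fitted effect of over 35% in size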
12-LOX inh = inhibitors of human 12S-lipoxygenase ALOX12. purified 12hLO, xylenol orange hydroperoxide absorbance. Potency, µM (highest dose often 108 µM), for the others: at the highest dose activity change, negative = inhibition, most hits filed as inhibitors. 1.1% of 580,000 active. AID 1671190; further: potency means the concentration at half of the fitted maximal effect; on the % scale 0 is the no-effect control and ±100 the full control effect
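Purified human 12hLO (150 nM final) in 25 mM Hepes, 0.01% Triton X-100, pH 7.0 was preincubated 15 min at room temperature with compound. Then 40 uM arachidonic acid was added, 30 min. Hydroperoxide was read by Fe-XO absorbance ratio 573/405 nm.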
POLB inh = blocks human DNA polymerase beta activity. P06746. Pol beta primer extension/strand displacement, fluorescence kinetic. Potency, µM (top dose mostly 114 µM), for inactives: top-dose activity change, negative = inhibition, hits mostly inhibitors. 1.3% of 340,000 active. AID 485314; further: potency means the concentration at half of the fitted maximal effect; on the % scale 0 is the no-effect control and ±100 the full control effect
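Pol beta (10 nM) was preincubated with compound for 15 min at room temperature. The reaction was then started with 50 nM substrate and read immediately and after a further 10 min at room temperature.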
ERG-DNA inh = inhibitors of human ERG Ets domain-DNA interaction. P11308. fluorescence polarization, His-ERG Ets domain / labelled DNA. Potency, µM (doses to about 76.9 µM), inactives show at the top dose FP activity, negative = inhibition, actives largely listed as inhibitors. 0.028% of 370,000 active. AID 624246; active means well fitted inhibition curve with a large enough effect in the polarisation, with a control signal flat; inconclusive means small, poorly fitted or top-dose-only effect, or effect the other way, or a change in a side signal; inactive means no such curve, though single readings can be large or run the other way; the % refers to the polarisation;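 further: polarization taken with two DNA probes labelled with fluorescein and Texas red; potency means the concentration at half of the fitted maximal effect; % of control where 0% means no effect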
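His-tagged ERG Ets domain (1 uM in the protein solution; 300mM KCl, 50mM Tris-HCl, 1mM EDTA, 1mM DTT, pH 7.5) received compound, then a probe mix of 5 nM fluorescein-DNA and 100nM Texas-615-DNA. Fluorescence polarization was read for both dyes.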
TRHR agonist = TRH receptor (human) agonism. P34981. TRHR cells, calcium flux fluo-8, FDSS agonist mode. activation, % at 2 µM. 0.18% of 360,000 active. AID 493084; in the data active means activation above about 30%; further: 0% is about no effect
Target sequence (P34981 whole entry, looked up): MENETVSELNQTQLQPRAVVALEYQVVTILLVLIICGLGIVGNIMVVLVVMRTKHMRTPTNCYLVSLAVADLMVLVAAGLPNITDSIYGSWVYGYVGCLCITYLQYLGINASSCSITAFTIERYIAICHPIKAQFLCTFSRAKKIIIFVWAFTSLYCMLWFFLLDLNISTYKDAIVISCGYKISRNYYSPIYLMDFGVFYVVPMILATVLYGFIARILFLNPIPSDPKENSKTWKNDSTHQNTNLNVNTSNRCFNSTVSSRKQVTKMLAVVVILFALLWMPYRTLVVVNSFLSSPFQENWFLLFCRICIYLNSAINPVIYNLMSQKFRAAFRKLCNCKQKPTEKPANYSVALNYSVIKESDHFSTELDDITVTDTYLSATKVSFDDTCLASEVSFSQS
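Fluo-8-loaded TRHR cells; 10 s baseline, compound added, kinetic Ca2+ fluorescence read 1/s, agonist mode.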
POLK inh = DNA polymerase kappa (human) inhibition; Potency, µM (series often up to 107 µM), for the others: top-dose activity, negative = inhibition, usual class: inhibitors; Q9UBT6; 0.53% of 400,000 active; AID 588579; purified Pol kappa, fluorescent DNA synthesis assay, 10 min; further: potency means the concentration at half of the fitted maximal effect; on the % scale 0 is the no-effect control and ±100 the full control effect
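Inhibition of 10 nM Pol kappa is measured by a fluorescent read-out at 0 and 10 min following addition of 50 nM substrate (final), with a 15-min room-temperature compound preincubation.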
POLI inh = blocks human DNA polymerase iota activity. Q9UNA4. Pol iota fluorescent replication assay, 10 min. Potency, µM (series often up to 115 µM), without a hit: at the highest dose activity, negative = inhibition, usual class: inhibitors. 1% of 390,000 active; further: potency means the concentration at half of the fitted maximal effect
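Fluorescent replication assay read twice, at 0 min and 10 min after adding 50 nM (final) substrate. Enzyme (10 nM) and compounds were first incubated 15 min at room temperature; enzyme-free buffer wells were negative controls.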
* hit, by the source's call; u = inconclusive; x = not tested or not shown; & = joins results of further samples; [ ] = another dose, or the depositor's remark. Unless noted, the call rests on the fitted dose curve; in most records, active means well fitted curve in the direction sought with a large enough effect; inconclusive means small, poorly fitted or top-dose-only effect, or another doubt; inactive means no such curve, though single readings can be large; an effect the other way counts as inactive or inconclusive. This is a subset, so the mix of outcomes need not match the whole.

APEX1 inh	Anesthetic bind	BLM inh	12-LOX inh	POLB inh	ERG-DNA inh	TRHR agonist	POLK inh	POLI inh	canonical_smiles
3%	-11%	-12%	x	-12%	9%	0.1	-10%	-6%	Cn1c(=O)[nH]c(=O)c2c1nc(N1CCC(Cc3ccccc3)CC1)n2Cc1ccccc1
-2%	-15%	-3%	45µM*	-1%	14%	0.3	-3%	-12%	COc1ccc(C2CC(c3ccc4ccccc4c3)=NN2C(=O)CNC2CCCCC2)cc1 (stereo not given)
-1%	-12%	1%	-18%	20%	-2%	1.0	-4%	99%[activator]	CCN1CCN(c2ccc(NC(=O)c3cccc(F)c3)cc2Cl)CC1
-7%	-5%	0%	58%	9%	2%	0.2	-4%	15%	CSCCC(=O)N1C(C)CCCC1C(=O)O (stereo not given)
14%	-10%	-3%	u	18%	-3%	-1.7	5%	7%	COc1ccc(OCC(O)CNS(=O)(=O)c2ccc(C)cc2)cc1 (stereo not given)
6%	-2%	-17%	-5%	12%	-2%	-0.3	-1%	-12%	COc1ccc(NC(=O)CN2C(=O)C(c3ccccc3)=NC23CCCCCC3)cc1OC
-8%	-18%	-6%	-15%	-2%	-3%	-0.5	9%	20%	CCC(C(=O)OC)n1cnc2scc(-c3ccc(C)cc3)c2c1=O (stereo not given)
4%	-2%	-4%	-21%	15%	-2%	-0.2	-5%	-9%	CC(=O)NS(=O)(=O)c1ccc(NC(=O)C2C3C=CC(C3)C2C(=O)O)cc1 (stereo not given)
30%	-6%	-2%	8%	38%	4%	0.1	6%	37%[activator]	CC(C)c1ccc(NC2CCCN(C(=O)c3cc(C(C)C)nc(N)n3)C2)cc1 (stereo not given)
-2%	-2%	-5%	6%	2%	4%	-0.5	0%	35%[activator]	Cc1ccc(S(=O)(=O)N(CC(=O)NC2CCCC2)c2cccc(C)c2)cc1
4%	7%	4%	6%	30%	1%	0.7	4%	14%	CC(C)(C)c1cc(N)on1
4%	-4%	0%	6%	-6%	-23%	0.3	2%	-5%	COCCNC(=O)C(c1ccc(C)o1)N(Cc1cccs1)C(=O)c1snc(C(N)=O)c1N (stereo not given)
u	-9%	-29%	u	35µM*	15%	0.4	79µM*	50µM*	COc1ccc(C(CC(=O)N2CCCC(C)C2)c2c(OC)cc(OC)c3c(-c4ccccc4)cc(=O)oc23)cc1 (stereo not given)
-4%	-7%	-2%	-14%	5%	u	-0.7	8%	-3%	O=C(NCc1ccc(Cl)cc1)c1ccc(CNc2c(N3CCOCC3)c(=O)c2=O)cc1
-10%	7%	2%	u	7%	-3%	-0.9	3%	u	S=c1[nH]nc(-c2ccc(Cl)cc2)n1-c1ccc2c(c1)OCCO2
-1%	u	2%	0%	u	4%	0.1	1%	8%	CC(C)(C)c1ccc(/C=C/C(=O)Nc2ccncc2)cc1
-3%	-2%	-1%	-8%	-10%	-3%	-0.1	-12%	47%[activator]	CCc1nnc(NS(=O)(=O)c2ccc(N3C(=O)c4ccc(C(=O)O)cc4C3=O)cc2)s1
6%	-4%	5%	26%	1%	x	1.0	-2%	-8%	CC1(C)C(=O)NCCN1C(=O)CCC(=O)O
5%	-7%	1%	3%	51%	-10%	0.6	4%	52%[activator]	COCCn1c(SCC(=O)N2CCOCC2)nc2ccccc2c1=O
6%	-4%	-1%	4%	62%	-2%	-0.7	-17%	-24%	CS(=O)(=O)Nc1ccccc1C(=O)Nc1ccccc1C(=O)N1CCCC1
4%	-11%	-3%	-6%	12%	-2%	0.4	15%	-7%	CC(=O)c1cn(CCC(C)C)c(=O)[nH]c1=O
-3%	-4%	-3%	4%	5%	5%	-0.2	-8%	7%	COC(CNC(=O)c1ccc2c(c1)ncn2-c1ccc(F)c(F)c1)OC
-4%	-11%	-2%	18%	38%	26%	-0.6	5%	-6%	CN(CC(=O)Nc1cccc(S(=O)(=O)N(C)C)c1)Cc1ccccc1
-13%	u	-9%	x	0%	-12%	-2.4	-14%	6%	O=C(COc1ccccc1[N+](=O)[O-])Nc1ccccc1N1CCCCC1
6%	-14%	-6%	u	-25%	4%	-0.4	1%	-3%	COc1ccc(CCC(C)NCc2cc(OC)cc(OC)c2)cc1 (stereo not given)
16%	-9%	-11%	-12%[57.4 µM]	2%	x	0.0	-20%	-4%	COc1ccc(N=C(C)C2=C(O)CSC2=O)cc1
2%	-1%	3%	x	x	x	x	2%	u	CCC(C)C(NC(=O)OC(C)(C)C)C(=O)NC1COC2CC(n3ccc(=O)[nH]c3=O)OC12 (stereo not given)
x	x	x	5%	x	1%	x	5%	28%	OCCN1CCN(CC/C=C2/c3ccccc3CSc3ccccc32)CC1
-11%	-8%	-19%	4%	-2%	7%	0.3	u	32µM*	Cc1ncc(CN2CCCC(C(=O)Nc3ccc(-c4ccco4)cc3)C2)cn1 (stereo not given)
1%	-5%	-4%	-21%	-16%	10%	-2.2	-13%	-22%	O=C(O)COc1ccc(/C=N/NC(=O)COc2nsnc2N2CCOCC2)cc1
x	-9%	8%	-47%	8%	4%	0.3	-1%[60.1 µM]	6%	COc1cccc(C(=O)NCC(c2ccc3c(c2)OCO3)N2CCOCC2)c1 (stereo not given)
6%	u	-11%&4%	u	12%&0%	-14%&1%	-0.3&-1.4	-3%&-3%	9%&6%	CCOc1nc(NC(=O)NS(=O)(=O)Oc2cccc(Cl)c2)nc(-c2ccccc2)n1
-3%	-6%	0%	15%	-15%	6%	-1.6	1%	53%[activator]	Cc1csc(SCC(=O)Nc2ccc3c(c2)OCCO3)n1
3%	-11%	-3%	54%&12%[activator]	1%	-3%	0.1	10%	10%	Cn1nc(Oc2nc(N3CCOCC3)nc(N3CCOCC3)n2)ccc1=O
14%	-2%	-1%	8%	22%	8%	-0.8	2%	-26%	Cc1ccc(CNC(=O)C(C)C2Sc3ccccc3NC2=O)cc1 (stereo not given)
25%	-14%	1%	-21%	1%	-10%	-0.7	-4%	-2%	CC1(C)CC(=O)C(N=Nc2cc(Cl)c(Cl)c(Cl)c2)=C(O)C1
-2%	-1%	0%	-15%	15%	11%	1.6	-9%	-3%	CS(=O)(=O)N(Cc1ccco1)CC(O)Cn1cc(C=O)c2ccccc21 (stereo not given)
-2%	-22%	-6%	-2%	4%	2%	-1.9	-7%	-24%	CC1(c2ccccc2)CC(C)(C)N(C(=O)CSc2nnc(N)s2)c2ccccc21 (stereo not given)
0%	u	-1%	-12%	1%	0%	-0.1	-1%	u	O=C(O)C=C1C2CC3CC(C2)CC1C3
x	-4%	-3%	-10%	82%	2%	-1.1	-6%	16%	COc1cccc(CNC(=O)C2CCN(C(=O)c3cnn(-c4ccccc4)c3-n3cccc3)CC2)c1
-3%	-7%	2%	u	12%	-18%	-0.6	-3%	2%	CCCc1cc(=O)n2[nH]c(C)c(-c3ccccc3)c2n1
2%	-6%	-1%	-68%	4%	6%	0.9	-6%	12%	CN1CCC(N2CCCC(C(=O)O)C2)CC1 (stereo not given)
x	u	-3%	-14%	-2%	6%	-0.7	-1%	u	CCCN(CCC)C(=O)Cn1c(=O)n(-c2ccc(CC)cc2)c(=O)c2ccc(C(=O)NCCc3ccccc3)cc21
5%	-19%	-8%	2%	0%	1%	0.8	-9%	118%[activator]	O=C(COc1ccc(Cl)cc1)N1CCN(C(=O)c2cccs2)CC1
x	-21%	-1%	3%	29%	0%	-0.4	-1%	-17%	CC(=O)c1cccc(NC(=O)C2CCN(c3nnc(-n4cccc4)s3)CC2)c1
